Assay outcomes deposited in PubChem by National Center for Advancing Translational Sciences (NCATS).
TRb-SRC2 inh – qHTS for Inhibitors of the Interaction of Thyroid Hormone Receptor and Steroid Receptor Coregulator 2; Thyroid hormone receptor beta (Homo sapiens), P10828; TRbeta-SRC2 peptide binding, fluorescence polarization; receptor liganded with 1 µM T3; Potency, µM (highest dose often 106 µM), without a hit: at the top dose activity change, negative = inhibition, usual class: inhibitors; 280,000 compounds, 0.065% hits;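 further: plate controls were bound peptide for no effect and peptide without receptor for full effect; nearly all actives have a fitted effect of over 50% in size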
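TRb LBD 0.6 uM + Texas Red SRC2 peptide 20 nM, 1 uM T3, Tris buffer w/ 5% DMSO; compound pinned, 5 h RT; FP read ex 555/em 632; normalized to unbound and bound controls.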
Tau fibril FP – qHTS for Inhibitors of Tau Fibril Formation, Fluorescence Polarization | 280,000 compounds, 0.39% hits | K18 P301L tau heparin fibrillization, Alexa594 FP, 6 h | Microtubule-associated protein tau (Homo sapiens), P10636 | Potency, µM (top dose mostly 57.7 µM), without a hit: at the highest dose activity, negative = inhibition, most hits filed as inhibitors; further: on the % scale 0 is the no-effect control and ±100 the full control effect; nearly all actives have a fitted effect of over 55% in size
Target sequence (P10636 561-689 P618L limits assumed): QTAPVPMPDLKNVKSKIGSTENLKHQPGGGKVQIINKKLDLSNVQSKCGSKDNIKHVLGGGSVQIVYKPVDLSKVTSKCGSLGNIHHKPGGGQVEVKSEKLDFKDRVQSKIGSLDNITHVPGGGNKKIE
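FP of Alexa 594-tau after heparin (20 uM) induction. Substrate: human K18 P301L, 15 uM unlabeled, 0.24 uM labeled. Buffer 100 mM sodium acetate pH 7. 6 hr, 37 C.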
Tau fluor cs – Counterscreen qHTS for Inhibitors of Tau Fibril Formation, Fluorescence Polarization; tau K18 P301L Alexa594 fluorescence, heparin fibrillization; Potency, µM (titrated, usually from 57.7 µM), for inactives: top-dose activity change, negative = decrease; 280,000 compounds, 0.93% hits; further: on the % scale 0 is the no-effect control and ±100 the full control effect; nearly all actives have a fitted effect of over 55% in size
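Human K18 P301L tau (15 uM unlabeled plus 0.24 uM Alexa 594-labeled, final) in 100 mM sodium acetate pH 7 was mixed with compound and 20 uM heparin and incubated 6 hr at 37 C.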
TR SRC2 fluor cs – Total Fluorescence Counterscreen for Inhibitors of the Interaction of Thyroid Hormone Receptor and Steroid Receptor Coregulator 2; TRb/SRC2 Texas Red total fluorescence interference; Potency, µM (highest dose often 106 µM), for the others: at the top dose fluorescence change, negative = quenching; 280,000 compounds, 0.29% hits; AID 1479, 2009; active means well fitted curve in either direction with a large enough effect; inconclusive means small, poorly fitted or top-dose-only effect; further: on the % scale 0 is the no-effect control and ±100 the full control effect
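Flags fluorescent or light-absorbing compounds by total fluorescence, S + 2P, at 555 nm excitation and 632 nm emission. Mixture: 20 nM Texas Red SRC2 peptide, 0.6 uM human TRb LBD, 1 uM T3, 5% DMSO; compound exposure 5 h at ambient temperature.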
HTT ATP protect – qHTS Multiplex Assay to Identify Dual Action Probes in a Cell Model of Huntington: Cytoprotection (ATP). PC12 HTT-Q103 induced, cytoprotection, ATP luminescence, 40 h. 230,000 compounds, 0.14% hits. Potency, µM (highest dose often 56.4 µM), for the others: cytoprotection (ATP increase), hits mostly activators;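 further: % of control where 0% means no effect; nearly all actives have a fitted effect of over 45% in size; toxic huntingtin expression switched on by the ecdysone agonist tebufenozide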
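Readout: ATPlite luminescence (ATP level). Model: stable PC12, inducible Htt exon1 Q103-GFP. Inducer: tebufenozide, 100 nM final. Compounds: dose series. No G418 in medium.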
Tau ThT inhib – qHTS for Inhibitors of Tau Fibril Formation, Thioflavin T Binding | recombinant tau K18 P301L (four-repeat tau fragment), heparin-induced fibrillization, ThT fluorescence | 270,000 compounds, 2.1% hits | Microtubule-associated protein tau (Homo sapiens), P10636 | Potency, µM (top dose mostly 57.4 µM), without a hit: at the top dose activity, negative = inhibition, actives largely listed as inhibitors | AID 1460, 2008; further: on the % scale 0 is the no-effect control and ±100 the full control effect; nearly all actives have a fitted effect of over 55% in size
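K18 P301L tau (15 uM + 0.24 uM Alexa 594-tagged), heparin 20 uM, NaOAc pH 7, 6 h 37 C; ThT 30 uM, 1 h RT, ex 450/em 510 nm.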
RECQ1 inh – qHTS Assay for Inhibitors of RecQ-Like Dna Helicase 1 (RECQ1). ATP-dependent DNA helicase Q1 (Homo sapiens), P46063. RECQ1 DNA unwinding, red fluorescence kinetic read. Potency, µM (titrated, usually from 57.3 µM), for inactives: top-dose activity, negative = inhibition, usual class: inhibitors. 240,000 compounds, 0.54% hits;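 further: plate controls were vehicle for no effect and no enzyme for full effect; nearly all actives have a fitted effect of over 30% in size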
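50 nM RECQ1T1 preincubated 15 min with compound in Tris pH 8.0 buffer with MgCl2, DTT, Tween-20 and 2.5 ug/ml poly(dI-dC); started with 200 nM TAMRA/BHQ-2 forked duplex and 2 mM ATP. Unwinding read as fluorescence (525/598 nm), two reads 2 h apart.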
L3MBTL1 block – qHTS Assay for the Inhibitors of L3MBTL1; Lethal(3)malignant brain tumor-like protein 1 (Homo sapiens), Q9Y468; AlphaScreen L3MBTL1–H3K9me1 peptide binding; Potency, µM (doses to about 57.1 µM), without a hit: at the highest dose activity, negative = inhibition, most hits filed as inhibitors; AID 485360, 2010; 230,000 compounds, 0.66% hits; further: on the % scale 0 is the no-effect control and ±100 the full control effect; nearly all actives have a fitted effect of over 60% in size
Target sequence (Q9Y468 whole entry, looked up): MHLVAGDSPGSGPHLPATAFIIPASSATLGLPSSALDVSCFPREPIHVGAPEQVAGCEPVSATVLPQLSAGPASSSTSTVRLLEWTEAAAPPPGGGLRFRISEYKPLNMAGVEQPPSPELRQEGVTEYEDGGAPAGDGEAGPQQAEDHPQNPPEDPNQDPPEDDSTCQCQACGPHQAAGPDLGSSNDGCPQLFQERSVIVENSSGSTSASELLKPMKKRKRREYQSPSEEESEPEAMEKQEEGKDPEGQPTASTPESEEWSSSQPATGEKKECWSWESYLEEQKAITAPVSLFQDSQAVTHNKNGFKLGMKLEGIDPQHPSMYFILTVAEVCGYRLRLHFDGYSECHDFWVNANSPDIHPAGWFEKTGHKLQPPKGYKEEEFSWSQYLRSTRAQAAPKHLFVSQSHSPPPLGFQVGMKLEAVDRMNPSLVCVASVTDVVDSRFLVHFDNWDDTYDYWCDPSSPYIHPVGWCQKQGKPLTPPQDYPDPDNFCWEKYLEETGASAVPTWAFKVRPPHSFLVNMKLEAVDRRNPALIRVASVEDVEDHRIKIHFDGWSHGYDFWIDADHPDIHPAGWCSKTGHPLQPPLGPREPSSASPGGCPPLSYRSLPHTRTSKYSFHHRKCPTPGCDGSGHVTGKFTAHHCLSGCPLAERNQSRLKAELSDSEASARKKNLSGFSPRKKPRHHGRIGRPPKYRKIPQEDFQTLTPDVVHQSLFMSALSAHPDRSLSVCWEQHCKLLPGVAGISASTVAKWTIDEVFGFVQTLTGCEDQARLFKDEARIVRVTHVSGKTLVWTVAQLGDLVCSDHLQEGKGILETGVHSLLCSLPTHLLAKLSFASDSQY
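Read-out is AlphaScreen signal from streptavidin donor and nickel chelate acceptor beads (10 ug/mL final each) bridging L3MBTL1 (50 nM) and biotinylated K9-monomethylated H3(1-15) peptide (75 nM), after 30 min compound exposure at room temperature.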
* = called active by the depositor; i = inactive; ? = inconclusive; . = not tested or not shown; [ ] = dose if it differs, or a comment. Unless noted, the call rests on the fitted dose curve; in most records, active means well fitted curve in the direction sought with a large enough effect; inconclusive means small, poorly fitted or top-dose-only effect, or another doubt; inactive means no such curve, though single readings can be large; an effect the other way counts as inactive or inconclusive. Potency means the concentration at half of the fitted maximal effect.

SMILES	TRb-SRC2 inh	Tau fibril FP	Tau fluor cs	TR SRC2 fluor cs	HTT ATP protect	Tau ThT inhib	RECQ1 inh	L3MBTL1 block
S=c1[nH]cc(-c2ccc(Cl)cc2)n1Cc1ccccc1	-2.1%	?	-24.4%	-4.8%	-0.5%[10 µM]	-17.0%	-5.1%	-4.2%
Cn1c2c(c(=O)n(C)c1=O)CN(CC1CCCO1)CN2 (configuration not stated)	-2.1%	1.3%	4.1%	1.5%	-10.7%	-3.3%	-2.6%	1.0%
O=C1CC(O)(C(F)F)Oc2ccc3ccccc3c21 (configuration not stated)	2.0%	5.8%	-6.8%	2.3%	-20.1%	-11.6%	i	3.2%
COc1cccc(NC(=O)Cn2c(CCC(=O)O)ccc2-c2cccs2)c1	-7.5%	-0.4%	-11.5%	-0.9%	-16.6%	-8.5%	-1.6%	.
Cn1nc(N)c2c(-c3ccc(Cl)cc3)c(C#N)c(N)nc21	0.8%	-3.2%	-14.5%	-6.3%	10.9%[10 µM]	-12.1%	-4.2%	4.2%
CC(C)(C)NC(=O)NC(=O)COC(=O)CNC(=O)c1cccc(F)c1	-16.3%	3.9%	3.1%	1.3%	19.5%[10 µM]	4.1%	-8.4%	6.0%
Oc1ccc(CNCC2COc3ccccc3O2)cc1 (configuration not stated)	-16.3%	-13.9%	-13.9%	0.7%	-17.8%	-9.9%	-14.9%	-0.2%
CCn1c(SCC(=O)Nc2ccccc2OC)nc(O)cc1=O	-10.1%	-9.4%	-23.1%	-3.7%	11.5%[10 µM]	.	i	.
O=C(OCc1ccccc1Cl)c1cccnc1Cl	-3.8%	-11.0%	-20.9%	-4.3%	2.9%	-15.1%	-10.7%	.
COc1ccc(/C=N/NC(=O)c2ccc(Cl)cc2Cl)cc1COC(C)=O	2.8%	3.6%	-10.3%	-0.5%	.	-2.4%	-8.0%	-0.5%
Cc1ccc(-c2cc(C(F)(F)F)n3ncc(C(=O)O)c3n2)cc1	7.8%	0.3%	1.7%	0.1%	-18.1%[10 µM]	-1.6%	-5.1%	-12.3%
Cc1ccc(S(=O)(=O)NNC(=S)Nc2ccccc2)cc1	-11.5%	2.2%	-8.2%	-1.8%	9.5%	-20.2%	-9.9%	.
O=C(CN(Cc1cccs1)C(=O)CNS(=O)(=O)c1ccc(F)cc1)NCC1CCCO1 (configuration not stated)	-3.8%	-6.0%	6.8%	-3.4%	.	-2.0%	i	3.8%
CCOc1ccccc1NC(=S)NCc1ccco1	0.6%	-14.2%	-12.0%	-2.4%	23.8%[10 µM]	-5.1%	-0.5%	.
CC(=O)Nc1ccc(-c2csc(NC(=O)Nc3ccccc3)n2)cc1	-5.5%	11.0%	?	-1.2%	-66.7%[inhibitor]	?	-0.9%	-8.8%
COc1ccc(-c2cn3nc(N4CCCC(C(=O)Nc5cccc(Cl)c5C)C4)sc3n2)cc1 (configuration not stated)	-2.3%	14.1%	-16.4%	?	.	?	.	.
NC(=O)c1cc(S(=O)(=O)NC2CCCCC2)co1	-7.6%	-1.9%	-6.3%	0.2%	-8.9%	-8.8%	-11.3%	2.9%
CC(C)(C)NC(=O)COC(=O)c1ccccc1C(=O)c1ccccc1	0.5%	5.2%	5.6%	1.0%	-8.9%	3.9%	-5.2%	5.1%
Cc1cc[n+](-c2[nH]c(=O)sc2/C=N/NC([S-])=Nc2ccccc2)cc1	-13.0%	-9.6%	-26.6%	-2.1%	23.1%[10 µM]	?	?	?
O=C(NNc1cc(Cl)cc(Cl)c1)c1c(F)cccc1Cl	-1.6%	9.1%	-1.6%	-7.1%	14.9%[10 µM]	-8.7%	-4.1%	1.8%
Cc1ccccc1NC(=O)CSc1nc2cc3c(cc2cc1C)CCC3	-1.3%	?	-27.6%	0.8%	8.2%	?	i	6.5%
O=C(c1ccccc1)c1nn(-c2cccc(Cl)c2)ccc1=O	-0.2%	2.5%	1.3%	-2.7%	-9.0%[10 µM]	13.3%	-0.4%	-5.3%
CN(c1ccccc1C(=O)Nc1cccc([N+](=O)[O-])c1)S(C)(=O)=O	-1.8%	-3.7%	0.0%	0.1%	14.4%[10 µM]	-4.5%	-5.6%	8.5%
CCc1noc(C)c1C(=O)N1CCCC(CCC(=O)NCc2ccc(F)c(F)c2)C1 (configuration not stated)	-5.8%	-6.0%	2.3%	3.1%	23.2%[10 µM]	2.5%	i	9.1%
O=C(c1ccc(Br)o1)N(c1ccc(Br)cc1)C1C=CS(=O)(=O)C1 (configuration not stated)	-6.5%	5.7%	-6.7%	-1.2%	4.3%[10 µM]	-11.4%	-0.9%	-6.5%
COc1ccc(NC(=S)Nc2nc(CC(=O)Nc3ccccc3OC)cs2)cc1	4.7%	-8.1%	12.6µM*[quencher]	-3.6%	-3.8%	-17.2%	-13.7%	-7.6%
COc1ccc(CCN(Cc2cccs2)S(=O)(=O)c2ccc(-n3cnnn3)c(OC)c2)cc1OC	2.2%	1.8%	-17.3%	-2.4%	-12.7%	-5.6%	-0.4%	.
CC(=O)c1ccc(NC(=O)Nc2ccc(Br)cc2C)cc1	0.0%	?	-22.6%	-4.9%	.	6.2%	i	1.0%
Cc1ccc2nc3c(cc(C#N)c(=N)n3Cc3cccnc3)c(=O)n2c1	-7.1%	-3.5%	12.9%	3.6%	15.1%[10 µM]	3.8%	35.9%	0.0%
Cc1ccc(C(=O)O)cc1NC1(c2ccccc2)C(=O)c2ccccc2C1=O	-6.7%	4.5%	-9.1%	3.4%	.	-7.5%	.	.

A stretch from further up, for reference:
SMILES	TRb-SRC2 inh	Tau fibril FP	Tau fluor cs	TR SRC2 fluor cs	HTT ATP protect	Tau ThT inhib	RECQ1 inh	L3MBTL1 block
COc1ccc(CCN(Cc2cccs2)S(=O)(=O)c2ccc(-n3cnnn3)c(OC)c2)cc1OC	2.2%	1.8%	-17.3%	-2.4%	-12.7%	-5.6%	-0.4%	.
CC(=O)c1ccc(NC(=O)Nc2ccc(Br)cc2C)cc1	0.0%	?	-22.6%	-4.9%	.	6.2%	i	1.0%
Cc1ccc2nc3c(cc(C#N)c(=N)n3Cc3cccnc3)c(=O)n2c1	-7.1%	-3.5%	12.9%	3.6%	15.1%[10 µM]	3.8%	35.9%	0.0%
Cc1ccc(C(=O)O)cc1NC1(c2ccccc2)C(=O)c2ccccc2C1=O	-6.7%	4.5%	-9.1%	3.4%	.	-7.5%	.	.

Later entries
SMILES	TRb-SRC2 inh	Tau fibril FP	Tau fluor cs	TR SRC2 fluor cs	HTT ATP protect	Tau ThT inhib	RECQ1 inh	L3MBTL1 block
COc1cccc(-c2nc3c(C#N)c[nH]n3c2NC2CCCCC2)c1OC	-3.3%	6.7%	3.1%	0.6%	.	3.4%	.	.
CS(=O)(=O)N1CCN(c2ccc([N+](=O)[O-])c(SCc3ccco3)c2)CC1	5.8%	-7.8%	-25.1%	-3.3%	-29.8%	?	-0.2%	.
O=c1cc(CN2CCOCC2)nc(C2CC2)[nH]1	-6.6%	-2.4%	-4.9%	1.1%	29.3%[10 µM]	-3.5%	-7.6%	-1.4%
COc1ccc(NS(=O)(=O)c2cc(NC(=O)c3cc(F)c(F)c(F)c3F)ccc2N2CCCC2)cc1	4.2%	4.0%	?	-2.2%	4.9%[10 µM]	.	?	.
Cc1ccc(-c2nc(C)sc2CC(=O)NCc2ccco2)cc1	-5.3%	?	-10.9%	-6.5%	-3.3%	?	-1.9%	-5.0%
CN1CCN(c2ccccc2NC(=O)COc2ccc(Br)cc2)CC1	6.0%	7.4%	-8.1%	0.8%	14.4%	-7.0%	-15.5%	.
OCC1CCCN(C(=S)Nc2ccc(Oc3ccccc3)cc2)C1 (configuration not stated)	-0.3%	-0.1%	-17.3%	-3.6%	-27.8%	-14.2%	-1.5%	-11.2%
CCCOC(=O)CC1C(=O)NCCN1Cc1ccc(F)cc1 (configuration not stated)	-1.6%	8.2%	-4.5%	-1.7%	-2.2%	?	-9.2%	.
CCS(=O)(=O)NCc1ccc2[nH]c3c(c2c1)CCCC3	-3.3%	2.8%	?	0.4%	-20.7%[10 µM]	-25.1%	7.3%	.
CC(=O)n1cc(N(C(=O)CCl)c2ccc(Cl)cc2)c2ccccc21	0.2%	-6.7%	-18.7%	-2.3%	-64.1%[inhibitor][10 µM]	28.2µM*	-12.9%	2.1%
O=C(Nc1nc2cc3c(cc2s1)OCCO3)C1=COCCO1	4.8%	-1.5%	-15.2%	-3.0%	-88.3%[inhibitor][10 µM]	?	3.9%	-3.3%
Cc1nnc(NCc2n[nH]c(=O)c3ccccc23)c2ccccc12	1.0%	-11.2%	-1.6%	0.2%	-49.2%[inhibitor]	-3.7%	10.9%	1.9%[11.4 µM]
COC(=O)c1cccc(S(=O)(=O)N(Cc2ccco2)Cc2cc3ccc(OC)cc3[nH]c2=O)c1	-7.5%	?	-3.8%	0.3%	-22.0%	-1.8%	i	5.2%
CCOc1cc(C(=S)N2CCOCC2)ccc1OC	0.0%	-3.1%	-8.8%	-2.8%	14.4%	-11.2%	i	.
CCOC(=O)N1CCC(Nc2c(Nc3ccc(C)c(C)c3)c(=O)c2=O)CC1	-12.9%	9.1%	?	-0.1%	-16.3%	?	3.1%	.

A portion of the library. The share of hits here may be higher or lower than overall.
